SR-BI DiI inh: inhibitors of mouse SR-BI mediated HDL lipid uptake | ldlA[mSR-BI] CHO cells, DiI-HDL uptake fluorescence, 3 h | 320,000 tested, 0.96% active | Q61009 | inhibition, % at 12.5 µM | AID 488896;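 active = mean replicate inhibition of at least 70% and a set share of replicates each scoring 70 or more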;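 also: 0% = median of neutral control wells and 100% = median of positive control wells; values of inactives mirror those of a sister screen read the other way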
Target sequence (Q61009 whole entry, looked up): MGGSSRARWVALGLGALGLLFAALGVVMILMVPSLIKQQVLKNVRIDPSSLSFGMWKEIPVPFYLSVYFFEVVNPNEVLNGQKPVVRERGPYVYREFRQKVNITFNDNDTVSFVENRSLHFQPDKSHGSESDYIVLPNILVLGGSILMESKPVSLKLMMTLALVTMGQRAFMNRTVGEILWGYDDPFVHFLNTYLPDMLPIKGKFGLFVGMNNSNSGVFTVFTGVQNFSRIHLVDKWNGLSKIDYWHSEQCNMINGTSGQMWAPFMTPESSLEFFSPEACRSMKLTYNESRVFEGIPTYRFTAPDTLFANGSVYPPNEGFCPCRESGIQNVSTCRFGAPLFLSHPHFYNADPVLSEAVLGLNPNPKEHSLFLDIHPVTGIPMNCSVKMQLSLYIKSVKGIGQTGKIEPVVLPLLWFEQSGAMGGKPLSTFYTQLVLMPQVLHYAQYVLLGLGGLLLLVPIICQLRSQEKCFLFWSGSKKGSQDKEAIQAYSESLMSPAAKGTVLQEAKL
MITF TRPM1 HTS: MITF TRPM1 promoter activation in melanoma cells; SK-MEL-5 TRPM1-promoter luciferase, 24 h; % of positive control, neutral wells = 0; activation, % at 12.5 µM; 300,000 tested, 0.75% active; AID 588334;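 active = mean activation of at least 80% with every replicate also reaching 80%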;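 also: 0% = neutral control wells and 100% = parthenolide positive control wells; values of inactives mirror those of a sister screen read the other way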
NSD2 inh: inhibitors of human histone methyltransferase NSD2; inhibition, % at 12.5 µM; AID 743445; NSD2 peptide methylation, AlphaScreen, 120 min; 310,000 tested, 0.54% active; in the data active = inhibition above about 50%
PvdQ acylase: blocks Pseudomonas aeruginosa PvdQ acylase activity; purified PvdQ acylase, fluorescence plate reader; inhibition, % at 10 µM; 340,000 tested, 0.063% active; AID 488965; in the data active = inhibition above about 30%, passing the limit was not always enough;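 also: 0% = vehicle neutral wells and 100% = reference inhibitor wells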
SR-BI uptake up: SR-BI HDL lipid transfer activation; CHO ldlA[mSR-BI] cells, DiI-HDL uptake fluorescence, 3 h; 100 = double the neutral-control signal; activation, % at 12.5 µM; 320,000 tested, 0.096% active;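 active = mean replicate activation of at least 60% and every replicate at or above 60%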;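 also: 0% = median plate neutral-control signal and 100% = twice that signal; values of inactives mirror those of a sister screen read the other way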
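Material – SR-BI-overexpressing, LDLR-lacking CHO cells · Medium – BSA-supplemented, HEPES-buffered Ham's F12, pH 7.4 · Doses – single concentration · Times – compound with DiI-HDL co-incubation, 3 h at 37 °C · Measured by – bottom-read fluorescence, 550/595 nm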
CAL PDZ FP-1: human CAL PDZ-peptide interaction inhibition. 330,000 tested, 0.02% active. inhibition, % at 20 µM. AID 504414. Q9HD26. purified CAL PDZ, TMR-peptide fluorescence polarization, 1 h;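 active = highest replicate inhibition of at least 40%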;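 also: plate controls were DMSO neutral control wells for no effect and unlabeled competitor peptide control wells for full effect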
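Assay system – tagged CAL PDZ protein CerCALP, purified · Timing – 1 h at RT · Compound – single point, 20 µM · Measured by – fluorescence polarization from S- and P-plane intensities, G-factor corrected · Evaluation – inhibition from polarization loss · Probe or stimulus – TMR reporter peptide T*-PRC34 · Buffer or medium – pH 7.4 phosphate-saline buffer, reducing agent, detergent, IgG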
PfHsp90 yeast 2: reduces growth (ATP signal) of yeast expressing P. falciparum Hsp90; 310,000 tested, 0.32% active; S. cerevisiae expressing PfHsp90, BacTiter-Glo ATP, 48 h; yeast lacking PDR1 and PDR3 efflux regulators; inhibition, % at 9.4 µM;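 active = every replicate shows inhibition above about 80%, whatever the replicate mean, limit read from the data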;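 also: 0% = DMSO neutral controls and 100% = 20 µM radicicol positive controls; yeast relying on Plasmodium falciparum Hsp90 in place of its own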
dFosB act: enhances mouse delta FosB homodimer DNA binding; P13346; activation, % at 25 µM; purified delta FosB, TAMRA-CDK5 oligo fluorescence polarization; percent of positive-control signal above neutral wells; 340,000 tested, 0.99% active;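 active = mean activation above about 17%, with every replicate also reaching it, limit read from the data, passing the limit was not always enough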;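 also: fluorescence polarization rise as delta FosB binds a TAMRA Cdk5 AP-1 oligo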
CAL PDZ FP-2: blocks peptide binding to the human CAL PDZ domain; Q9HD26; purified CAL PDZ, TMR-peptide fluorescence polarization, 1 h; inhibition, % at 24.9 µM; 300,000 tested, 0.92% active; AID 602252;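 active = mean inhibition of at least 30% with at least half of replicates also reaching 30%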;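 also: 0% = DMSO neutral control and 100% = excess unlabeled competitor peptide PRC23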
Rtt109 Vps75: inhibitors of Candida albicans Rtt109/Vps75 histone acetyltransferase; inhibition, % at 34.9 µM; purified Rtt109/Vps75, ThioGlo CoA-SH fluorescence, 4 h; AID 540336; 330,000 tested, 0.16% active;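 active = inhibition of at least 50% in every replicate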
Target sequence (Q5AAJ8 whole entry, looked up): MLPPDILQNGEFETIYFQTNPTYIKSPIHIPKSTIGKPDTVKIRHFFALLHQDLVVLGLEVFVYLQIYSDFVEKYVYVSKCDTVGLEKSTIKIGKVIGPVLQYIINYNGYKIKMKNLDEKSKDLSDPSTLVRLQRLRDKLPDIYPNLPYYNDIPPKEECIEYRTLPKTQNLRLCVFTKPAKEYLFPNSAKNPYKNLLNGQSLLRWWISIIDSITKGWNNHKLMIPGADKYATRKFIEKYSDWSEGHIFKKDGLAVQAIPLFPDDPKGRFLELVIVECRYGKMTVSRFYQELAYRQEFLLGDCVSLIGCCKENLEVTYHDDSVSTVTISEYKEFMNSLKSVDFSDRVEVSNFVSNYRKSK
Active calls of the source: *; x = not tested or not shown. The order is random. About 4.3% of those tested had a hit in this group.

SMILES	SR-BI DiI inh	MITF TRPM1 HTS	NSD2 inh	PvdQ acylase	SR-BI uptake up	CAL PDZ FP-1	PfHsp90 yeast 2	dFosB act	CAL PDZ FP-2	Rtt109 Vps75
O=C(CSC1=NS(=O)(=O)c2cc(F)ccc2N1)Nc1ccccc1	5	4	24	7	-5	-3.1	8	3	-3	20
CCCCn1c(N)c(N(CCOC)C(=O)c2ccc(S(=O)(=O)N3CCCCCC3)cc2)c(=O)[nH]c1=O	-12	-2	-5	7	12	0.4	3	2	-10	2
CC(C)(C)C(=O)C[n+]1ccccc1	-16	-16	-1	-23	16	-1.8	-5	-2	2	-16
O=C(Nc1ccc(F)cc1)c1cccnc1N1CCOCC1	-4	1	-4	-1	4	-0.4	8	-2	1	7
Cc1cccc(N(C(=O)CCC(=O)Nc2cc(C)on2)C(C(=O)NC2CCCC2)c2ccc(C)o2)c1 (configuration not stated)	-18	10	7	0	18	-1.6	19	-13	0	24
O=C(Nc1ccccc1F)N1CCC(NC(=O)C23CC4CC(CC(C4)C2)C3)CC1	1	-10	22	6	-1	-1.9	12	-14	-20	7
NC(=O)c1ccc(Cn2c(C(=O)c3ccc(Cl)cc3)c3ccccc3[n+]2[O-])cc1	-21	-10	x	-3	21	1.3	-9	-2	-2	4
NC(N)=NC(N)=Nc1cccc2ccccc12	-20	-2	1	-1	20	-0.6	7	1	-4	1
COc1ccc(S(N)(=O)=O)cc1C(=O)NCCCN1CCN(c2ccccc2OC)CC1	2	-2	4	-20	-2	-0.2	6	-1	-4	-6
CCOC(=O)C1CCN(C(=O)CCNS(=O)(=O)c2ccc(C)cc2)CC1	-2	6	-1	-22	2	-0.4	-13	-4	x	-2
O=C(O)CSc1cc(NS(=O)(=O)c2cccc([N+](=O)[O-])c2)c2ccccc2c1O	-14	-76	x	0	14	28	-1	-11	13	-45
O=C1c2oc3ccccc3c(=O)c2C(c2ccccn2)N1Cc1ccccc1 (configuration not stated)	-17	-5	1	-9	17	-1.1	10	-11	-4	-9
Cc1ccc(OCC(=O)NNC(=O)C2CCCO2)c(C)c1 (configuration not stated)	-10	14	2	-2	10	-1.0	9	-5	x	-2
Cc1nc(SCc2ccc(F)cc2)n[nH]1	-14	35	-8	-4	14	0.4	-7	3	-7	-5
O=C(CCCSc1nc2ccccc2c(=O)[nH]1)c1ccccc1	-11	-9	-3	-5	11	-0.1	12	3	x	-8
Cc1ccc(C)n1-c1ccc(C(=O)NN=C2CCCC2)cc1	20	-6	1	-13	-20	-0.8	-2	-9	-6	1
COCCCNC(=S)Nc1c(C)cc(C)cc1C	1	2	-1	-10	-1	0.4	4	-1	-2	1
O=C(NC(=S)Nc1cccc(O)c1)c1cncc(Br)c1	x	x	1	-9	x	-1.5	-10	-16	-5	-4
O=C1C2C3C=CC(C4CC34)C2C(=O)N1/N=C/c1ccc(-c2ccc(Cl)cc2[N+](=O)[O-])o1 (configuration not stated)	-2	x	0	0	2	-1.0	2	-10	-2	-11
O=C(NCCc1c[nH]c2ccccc12)C(=O)NCC(c1ccco1)N1CCN(c2ccccc2)CC1 (configuration not stated)	22	-6	-1	-15	-22	0.5	4	6	-6	5
Cc1nc2ccccn2c1C(=O)Nc1ccc(Cl)cc1	14	44	-2	-9	-14	x	-14	-6	1	2
CC(C)N1C(=O)C(=O)N(CC(=O)N(C)c2ccccc2)C1=O	-7	x	0	-13	7	-1.0	26	-1	-1	-3
COc1ccccc1C(=O)COC(=O)Cn1nc(C)c([N+](=O)[O-])c1C	-30	-11	-2	-4	30	-0.7	-41	-12	x	-8
CC(OC(=O)C1=COCCO1)C(=O)NC1CCCCC1C (configuration not stated)	-16	0	1	-15	16	-0.4	-17	5	-7	0
CN(C)c1ccc(NC(=O)Nc2csc3ccccc23)cc1	57	x	10	-8	-57	1.6	-1	1	x	-3
Cc1cc(C(=O)CSc2nc(N)cc(N)n2)c(C)n1-c1cccc(C(F)(F)F)c1	37	-12	2	-4	-37	-1.6	-13	-13	1	-11
CC(C)(C)c1nnc(N/N=C/c2ccccc2)n(N)c1=O	6	5	2	11	-6	-0.6	-6	5	-1	0
COc1ccc(C(=O)NCCS(=O)(=O)N(C)C2CCCCC2)cc1	-7	4	2	-17	7	0.5	-11	-2	1	1
NC(=O)C1CCN(S(=O)(=O)c2cccc(C(=O)O)c2)CC1	x	-6	-4	-9	x	-1.1	9	-1	1	-3
O=C(Nc1cc(-c2ccccc2)cs1)c1ccco1	35	110*	x	6	-35	0.5	6	-1	-7	5
Cc1ccc(NC(=O)c2oc3ccccc3c2C)nc1	5	20	-2	-4	-5	-1.6	-14	-15	-3	4
CC(C)(C)NC(=S)NC1CC1	-18	x	1	-18	18	0.4	-4	4	7	-17
COc1cccc(CN(C)CC(=O)Nc2cccc3ccccc23)c1	5	6	-4	9	-5	-0.2	-14	-4	6	9
O=S(=O)(c1ccc(NCCCO)nc1)N1CCOCC1	-27	5	0	5	27	0.1	x	2	-3	-1
O=C(NC1(c2ccccc2)CC1)C1CCC(=O)N(Cc2ccc(Cl)cc2)C1 (configuration not stated)	-10	4	-3	-8	10	-0.7	10	-6	x	-5
COc1ccc(C(=O)OCn2nnc3ccccc3c2=O)cc1[N+](=O)[O-]	1	-9	1	-1	-1	0.3	-17	-10	4	9
CCCn1nnnc1NCc1ccccc1OCc1ccc(F)cc1	49	4	x	6	-49	-3.1	-17	-7	-2	14
O=C(/C=C/c1ccccc1)OCC(=O)N1CCN(c2ccccc2)CC1	-19	-2	-1	-6	19	-0.9	-18	-11	0	7
O=C(COC(=O)CCCN=C1NS(=O)(=O)c2ccccc21)NC(=O)NC1CCCC1	-14	-8	-2	-12	14	-1.3	24	-2	-5	2
COc1ccc(C(=O)Nc2ccc(-n3nncc3C(C)(C)C)cc2)cc1	54	11	3	3	-54	-3.6	x	-16	-3	13
COc1ccc(-c2nn(-c3ccccc3)cc2C(=O)O)cc1	x	4	x	-3	x	-1.2	4	4	x	2
CCC(CO)NS(=O)(=O)c1cc(-c2nn(C)c(=O)c3ccccc23)ccc1C (configuration not stated)	37	-10	0	-1	-37	-0.7	49	-6	-4	0
CCOC(=O)c1ccc(N=Nc2c(C)[nH]n(-c3ccccc3)c2=O)cc1	9	x	1	-3	-9	0.1	9	-1	-4	0
NC(=O)CSc1nc2ccccc2c(=O)n1Cc1ccccc1	8	-9	-1	-6	-8	-0.7	7	-5	2	0
Cc1ccc(C(=O)N2CCN(c3ccc(NC(=O)c4ccc(Br)o4)cc3)CC2)cc1	33	-8	9	13	-33	-0.7	4	-6	-1	19

Three of the compounds above, with values under each structure.
Values run as follows: SR-BI DiI inh | MITF TRPM1 HTS | NSD2 inh | PvdQ acylase | SR-BI uptake up | CAL PDZ FP-1 | PfHsp90 yeast 2 | dFosB act | CAL PDZ FP-2 | Rtt109 Vps75
CC(C)(C)NC(=S)NC1CC1
    -18 | x | 1 | -18 | 18 | 0.4 | -4 | 4 | 7 | -17
CCOC(=O)c1ccc(N=Nc2c(C)[nH]n(-c3ccccc3)c2=O)cc1
    9 | x | 1 | -3 | -9 | 0.1 | 9 | -1 | -4 | 0
COc1ccc(-c2nn(-c3ccccc3)cc2C(=O)O)cc1
    x | 4 | x | -3 | x | -1.2 | 4 | 4 | x | 2

Next section
SMILES	SR-BI DiI inh	MITF TRPM1 HTS	NSD2 inh	PvdQ acylase	SR-BI uptake up	CAL PDZ FP-1	PfHsp90 yeast 2	dFosB act	CAL PDZ FP-2	Rtt109 Vps75
CC(=O)c1sc(=S)n(Cc2ccccc2)c1C	-34	-6	2	-14	34	0.5	-40	2	17	-4
O=C(Cn1cnc2cc([N+](=O)[O-])ccc2c1=O)NC(=O)NCc1ccccc1	-17	-3	0	-18	17	-0.8	-30	-5	66*	6
CC(C)Oc1ccc(C(=O)N2CCN(C(=O)c3ccco3)CC2)cc1	-17	0	5	-12	17	-2.6	-7	2	-1	-5
O=C(CSc1ccccn1)N1CCN(c2ccccc2)CC1	-9	5	1	4	9	-1.9	x	-7	x	-6
CCC1(C)NC(=O)N(CC(=O)c2cc(C)n(C3CC3)c2C)C1=O (configuration not stated)	-20	7	-1	-7	20	-1.3	7	3	-1	-3
CC(C)c1nnc(NC(=O)CCC(=O)NCc2cccs2)s1	-12	x	-2	1	12	-1.2	27	-2	0	53*
Cc1ccc(-c2nc(Nc3ccc(N4CCOCC4)cc3)c3ccccc3n2)cc1	64	x	-1	-2	-64	-1.6	-2	-8	x	2
CCOC(=O)CSc1nnc(CSc2nc3ccccc3c(=O)[nH]2)n1-c1ccccc1	-7	-6	-17	3	7	-1.0	x	-12	-2	16
COc1ccccc1C(=O)NNC(=O)c1cccc(Br)c1	12	64	-2	-5	-12	-11	1	-2	-1	-3
CC(=O)Nc1ccc(S(=O)(=O)N(C#N)c2nc(C)cc(C)n2)cc1	-6	-5	-2	-14	6	1.0	-6	6	x	-6
O=C(c1ccoc1)N1CCCC(N2CCN(c3cccc(C(F)(F)F)c3)CC2)C1 (configuration not stated)	-2	-3	5	6	2	-2.6	-7	0	4	21
CN(C(=O)COC(=O)c1ccccc1SCC(=O)N1CCCC1)c1ccccc1	1	-8	0	4	-1	-1.6	-4	-9	-2	2
COc1ccc(CNC(=O)CCCn2nc(C)n3ccnc3c2=O)cc1	-33	x	x	-6	33	0.2	1	0	x	-9
COc1ccc(/C=C/C(=O)C23CC4CC(CC(C4)C2)C3)cc1CN1CCOCC1	13	-5	7	-7	-13	-2.4	12	-10	-2	-2
O=C(c1cccnc1)N1CCN(CCCc2ccccc2)CC1	-13	0	x	-9	13	0.0	-14	1	-2	3
Cc1ccc(-c2nnc(CSc3nc4cc5c(cc4cc3C)OCO5)o2)cc1	25	2	-2	-9	-25	-1.3	x	-2	-2	0
CN(C)c1ccc(NC(=O)Cn2ncn3c(cc4ccccc43)c2=O)cc1	17	-18	0	-9	-17	-1.6	-14	-3	-23	x
Cc1cccc(CSCCNC(=O)CSCc2ccc([N+](=O)[O-])cc2)c1	-14	-5	6	-5	14	-0.6	-9	-7	-1	0
COC(=O)N(NC(=O)C(O)(c1ccccc1)c1ccccc1)c1ccccc1	-15	2	-2	-14	15	-1.3	-16	14	-4	0
O=C(c1ccc(COc2ccccc2Br)o1)N1CCCCCC1	1	3	3	-9	-1	-1.7	-1	-11	-2	-1
COc1cc(/C=N/N2CCN(Cc3ccc(C)cc3)CC2)cc(OC)c1O	21	x	6	-1	-21	0.3	1	-1	0	11
Cc1ccc(C(=O)NC2CCCc3ccccc32)cc1[N+](=O)[O-] (configuration not stated)	49	-1	9	19	-49	-2.4	-9	-7	-2	9
COC(=O)[C@@H]1CCCN1C(=O)c1ccc(OC2CCN(Cc3ccccn3)CC2)cc1	-4	-11	4	5	4	-2.1	15	-4	-2	-4
Cc1c(C(=O)Nc2cccc(F)c2)cnn1-c1ccccc1	55	109*	-3	-2	-55	x	24	-3	-1	-6

Compound activity from PubChem BioAssay.
